# Assay outcomes: PubChem BioAssay, National Center for Advancing Translational Sciences (NCATS)
# TRb-SRC2 inh = qHTS for Inhibitors of the Interaction of Thyroid Hormone Receptor and Steroid Receptor Coregulator 2 | Thyroid hormone receptor beta (Homo sapiens), P10828 | TRbeta-SRC2 peptide binding, fluorescence polarization; receptor liganded with 1 µM T3 | Potency, µM (highest dose often 106 µM), without a hit: at the highest dose activity change, negative = inhibition, most hits filed as inhibitors | hit rate 0.065% among 280,000 | AID 1469, 2008; active = well fitted inhibition curve with a large enough effect; inconclusive = small, poorly fitted or top-dose-only effect, or effect the other way;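 also: plate controls were bound peptide for no effect and peptide without receptor for full effect; nearly all actives have a fitted effect of over 50% in size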
# Target sequence (P10828 whole entry, looked up): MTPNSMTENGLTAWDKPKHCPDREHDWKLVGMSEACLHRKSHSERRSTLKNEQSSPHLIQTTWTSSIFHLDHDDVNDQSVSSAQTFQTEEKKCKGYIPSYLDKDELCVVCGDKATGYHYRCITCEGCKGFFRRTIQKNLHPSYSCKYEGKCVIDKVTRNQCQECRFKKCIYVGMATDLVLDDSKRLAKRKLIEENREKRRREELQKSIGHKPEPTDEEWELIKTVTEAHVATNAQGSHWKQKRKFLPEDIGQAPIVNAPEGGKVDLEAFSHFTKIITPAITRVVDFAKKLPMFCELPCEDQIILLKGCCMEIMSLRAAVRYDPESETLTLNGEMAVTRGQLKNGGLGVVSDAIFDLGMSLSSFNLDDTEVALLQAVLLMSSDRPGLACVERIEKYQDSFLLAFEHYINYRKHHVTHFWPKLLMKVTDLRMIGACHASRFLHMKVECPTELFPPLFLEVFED
#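 Fluorescence polarization of 20 nM Texas Red SRC2 peptide with 0.6 uM human TRb ligand-binding domain, in Tris buffer with 1uM T3 and 5% DMSO. Incubated 5 hr ambient; normalized to unbound and bound controls.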
# TexasRed fluor = Total Fluorescence Counterscreen for Inhibitors of the Interaction of Thyroid Hormone Receptor and Steroid Receptor Coregulator 2; TRb/SRC2 Texas Red total fluorescence interference; Potency, µM (series often up to 106 µM), for the others: at the top dose fluorescence change, negative = quenching; hit rate 0.29% among 280,000; active = well fitted curve in either direction with a large enough effect; inconclusive = small, poorly fitted or top-dose-only effect
#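 Human TRβ ligand-binding domain (0.6 uM) and Texas Red SRC2 peptide (20 nM) in Tris buffer with 1 uM T3 and 5% DMSO were incubated with pinned compound for 5 hr at ambient temperature. Total fluorescence was computed as S + 2P (555/632 nm).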
# LMNA splice mod = qHTS Assay for Modulators of Lamin A Splicing. hit rate 0.01% among 200,000. HeLa LMNA splicing GFP/RFP minigene ratio, 48 h. Potency, µM (top dose mostly 46.1 µM), without a hit: top-dose ratio change, negative = inhibition, actives largely listed as inhibitors; active = well fitted inhibition curve with a large enough effect in the signal ratio, with a control signal flat, not every such curve was filed as active; inconclusive = small, poorly fitted or top-dose-only effect, or effect the other way, or a change in a side signal; the % refers to the signal ratio
#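 S3 HeLa cells stably expressing lamin A-EGFP splicing minigene plus DsRed2, 600 cells/well, 48 h compound exposure at 37C. Laser-scanning cytometry; analysed as GFP (500-530 nm)/RFP (575-640 nm) total intensity ratio; 0.5% DMSO vehicle.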
# Numbers without * were called inactive; ? = inconclusive; [ ] = remark or other dose. Unless noted, % is scaled to controls: 0 for no effect and ±100 for the full control effect; potency is read from the fitted curve at half-maximal effect.
SMILES,TRb-SRC2 inh,TexasRed fluor,LMNA splice mod
Cc1cc(C)cc(-n2c(SCC(=O)NCc3ccc(F)cc3)nc3c([nH]c4ccccc43)c2=O)c1,9.3%,-2.5%,11.9%[46 µM]
COc1ccc(CCNC(=O)c2oc(=O)c3ccccc3c2-c2ccccc2)cc1OC,0.0%,-3.8%,-0.9%[46 µM]
CCCCNc1oc(-c2ccc(COc3ccc(OC)cc3)o2)nc1C#N,-13.3%,-53.0%,0.0%[46 µM]
CCN(C(=O)CSc1nc2ccccc2n1Cc1ccc(C(=O)OC)cc1)c1ccccc1,-2.4%,-1.4%,-11.2%[46 µM]
CCCn1c2ccccc2c2cnn(CC(=O)NCCCN3CCCCC3)c(=O)c21,4.2%,9.2%,-9.0%[46 µM]
CCOC(=O)c1c(NC(=O)c2ccc(S(=O)(=O)N3CCCC(C)C3)cc2)sc2c1CC(C)(C)NC2(C)C (stereo unspecified),10.4%,-3.3%,?
O=C(CCNS(=O)(=O)c1ccc2c(c1)CCN2C(=O)C1CC1)N1CCN(c2cccc(Cl)c2)CC1,-17.7%,?,8.1%[46 µM]
COc1ccc(NC(=O)c2sc3nc4n(c(=O)c3c2C)CCC4)c(OC)c1,-5.6%,?,-5.3%[46 µM]
CCOC(=O)c1c(C)[nH]c(C)c1S(=O)(=O)N1CCC(C(=O)N2CCN(c3ccc(F)cc3)CC2)CC1,4.4%,-12.0%,-3.3%[46 µM]
COCc1nc2ccccc2n1Cc1ccc(C(C)(C)C)cc1,-2.4%,0.0%,16.7%[46 µM]
COc1ccc(Cl)cc1NC(=O)c1c(NCc2cccs2)sc2c1CCC(C)C2 (stereo unspecified),0.6%,-16.7%,?
Cc1nc(N2CCCC2)c2c(C(=O)Nc3cccc(C)c3C)c(C)oc2n1,-2.1%,-3.7%,4.2%[46 µM]

# Single records, as listed above.
# COc1ccc(NC(=O)c2sc3nc4n(c(=O)c3c2C)CCC4)c(OC)c1 in the list: TRb-SRC2 inh = -5.6%; TexasRed fluor = ?; LMNA splice mod = -5.3%[46 µM]
# Cc1nc(N2CCCC2)c2c(C(=O)Nc3cccc(C)c3C)c(C)oc2n1 in the list: TRb-SRC2 inh = -2.1%; TexasRed fluor = -3.7%; LMNA splice mod = 4.2%[46 µM]

# Some values from the list:
# O=C(CCNS(=O)(=O)c1ccc2c(c1)CCN2C(=O)C1CC1)N1CCN(c2cccc(Cl)c2)CC1 in LMNA splice mod shows 8.1%[46 µM]
# Cc1nc(N2CCCC2)c2c(C(=O)Nc3cccc(C)c3C)c(C)oc2n1 in LMNA splice mod shows 4.2%[46 µM]
# COCc1nc2ccccc2n1Cc1ccc(C(C)(C)C)cc1 in LMNA splice mod shows 16.7%[46 µM]
# COc1ccc(Cl)cc1NC(=O)c1c(NCc2cccs2)sc2c1CCC(C)C2 (stereo unspecified) in TexasRed fluor shows -16.7%
# Cc1cc(C)cc(-n2c(SCC(=O)NCc3ccc(F)cc3)nc3c([nH]c4ccccc43)c2=O)c1 in LMNA splice mod shows 11.9%[46 µM]
# CCCn1c2ccccc2c2cnn(CC(=O)NCCCN3CCCCC3)c(=O)c21 in TRb-SRC2 inh shows 4.2%
# COc1ccc(CCNC(=O)c2oc(=O)c3ccccc3c2-c2ccccc2)cc1OC in TexasRed fluor shows -3.8%

# Continuation:
SMILES,TRb-SRC2 inh,TexasRed fluor,LMNA splice mod
CCOC(=O)c1ccccc1NC(=O)c1sc2nc(-c3ccc(F)cc3)cn2c1C,3.0%,-3.9%,10.8%[46 µM]
CCc1cccc(NC(=O)c2cnc(N3CCOCC3)c3ccccc23)c1,4.6%,-15.9%,?
Cc1ccc(NC(=O)C2CCCN(S(=O)(=O)c3cccc4cccnc34)C2)c(Br)c1 (stereo unspecified),-1.9%,-0.6%,?
O=C(CN1C(=O)CCSc2ccc(S(=O)(=O)N3CCCC3)cc21)Nc1ccccc1Cl,-2.7%,-4.2%,-7.4%[46 µM]
COc1ccc(C(=O)Nc2ccc(-n3nncc3-c3ccc(OC)c(OC)c3)cc2)cc1,-2.3%,-1.4%,?
CCOc1ccc(C(c2c(O)cc(C)n(CCOC)c2=O)N2CCC(C)CC2)cc1 (stereo unspecified),-3.3%,-0.8%,?
CC(C)c1nn2c(=O)cc(COC(=O)c3ccc(NC(=O)c4ccccc4Cl)cc3)nc2s1,3.1%,-1.8%,?
CCOc1ccc(C(c2c(O)cc(C)n(Cc3ccco3)c2=O)N2CCN(C)CC2)cc1 (stereo unspecified),0.1%,-1.3%,?
CCCC(C(=O)Nc1cc(C)c(Cl)cc1OC)N1Cc2ccccc2C1=O (stereo unspecified),6.2%,-2.0%,?
Cc1ccc(NC(=O)Nc2ccccc2OCc2cc(=O)n3ccccc3n2)c(Cl)c1,-3.7%,-0.8%,1.0%[46 µM]
COc1ccc2nc(N(Cc3cccnc3)C(=O)COc3ccccc3)sc2c1,-2.6%,-0.8%,?
O=C(COc1ccc(F)cc1)Nc1ccc2nc(SCC(=O)N3CCCC3)sc2c1,-13.3%,?,?
COc1ccc2ncc3c(-c4ccc(C)c(C)c4)nn(CC(=O)NC4CCCC4)c3c2c1,-2.6%,-27.1%,-11.7%[46 µM]
Cc1ccc(Cl)cc1NC(=O)Cn1nc2c(cc1=O)CC(C)CC2 (stereo unspecified),-6.1%,1.1%,-7.8%[46 µM]
CCOc1ccccc1NC(=O)c1ccc(F)c(S(=O)(=O)N2CCN(c3ccc(F)cc3)CC2)c1,8.7%,1.0%,-1.2%[46 µM]
COc1ccccc1CNC(=O)CCS(=O)(=O)c1ccc2c(c1)oc(=O)n2C,-3.7%,-6.6%,1.4%[46 µM]
Cc1ccc(Cl)cc1-n1ncc2c(NC3CCCCC3)ncnc21,-4.1%,-0.7%,?
COc1ccc(C)cc1NC(=O)c1nnn(CC(=O)Nc2c(C)cccc2C)c1N,-2.6%,-2.5%,-3.3%[46 µM]
CC1=C(C(=O)Nc2cccc(Cl)c2C)C2(CCCCCC2)OC1=O,3.5%,7.6%,?
O=c1oc2cc(O)ccc2cc1-c1nc(-c2ccc(Cl)c(Cl)c2)cs1,2.6%,-20.2%,16.8%[46 µM]
CCOC(=O)c1c(C)oc2nc(C)nc(NCCc3ccc(S(N)(=O)=O)cc3)c12,-0.8%,-4.4%,-7.1%[46 µM]
O=C(c1ccc(F)cc1)N1CCN(CCc2ccncc2)CC1,6.8%,-18.5%,-2.4%[46 µM]
CC1CCN(C(=O)c2ccccc2NC(=O)c2nsc3ccccc23)CC1,-6.3%,-0.1%,-9.8%[46 µM]
Cc1ccc(NC(=O)C2CCCN(S(=O)(=O)c3cccs3)C2)c(C)c1 (stereo unspecified),-1.4%,0.7%,1.7%[46 µM]
O=C(CC1N=C2c3ccccc3N=C(SCc3ccc(Cl)cc3)N2C1=O)NC1CCCCC1 (stereo unspecified),3.2%,-2.9%,-13.7%[46 µM]
CC(=O)Nc1nonc1-c1nnc(SCC(=O)Nc2cc(Cl)ccc2C)n1C,-5.1%,6.7%,?
Cc1ccc(N2CCN(C(=O)c3cccn4c(=O)c5ccc(Cl)cc5nc34)CC2C)cc1 (stereo unspecified),7.6%,-6.4%,?
CC(C)c1ccc(NC(=O)CN2C(=O)c3cccc4cccc2c34)cc1,10.3%,-1.2%,-5.1%[46 µM]
Cc1nc(-n2nc(C)c(Cc3ccc4c(c3)OCO4)c2C)sc1C(=O)Nc1ccc(Cl)cc1,-4.6%,-24.5%,22.8%[46 µM]
Cc1ccc(-n2ncc(C(=O)NCCCN3CCN(C)CC3)c2C2CCN(C(=O)OC(C)(C)C)CC2)c(C)c1,3.3%,0.9%,3.3%[46 µM]
COc1cc(NC(=O)N(Cc2ccco2)C2CCN(C(C)=O)CC2)cc(OC)c1OC,1.3%,7.4%,17.9%[46 µM]
COc1cc(OC)c(NC(=O)CC(C)S(=O)(=O)c2ccc3c(c2)NC(=O)CO3)cc1Cl (stereo unspecified),1.8%,?,-2.4%[46 µM]
CC(CCc1ccccc1)NC(=O)CSc1n[nH]c(-c2ccccc2Cl)n1 (stereo unspecified),6.4%,-22.7%,-2.5%[46 µM]
CCn1c(=O)c2sccc2n2c(CCCC(=O)N3CCN(c4cccc(Cl)c4)CC3)nnc12,5.7%,-10.5%,0.7%[46 µM]
COc1cc(CN(C(=O)COc2ccc(C)cc2)c2ccccn2)cc(OC)c1OC,-7.8%,0.2%,-4.6%[46 µM]
CCc1ccccc1NC(=O)c1cc(S(=O)(=O)N2CCCC2)cn1C,-2.8%,-2.2%,3.9%[46 µM]
CCN(c1ncnc2c1c(-c1ccccc1)cn2-c1ccccc1)C1CCCCC1,0.8%,0.3%,-22.2%[46 µM]
COc1ccc(-c2ccc(NS(=O)(=O)c3cccc(C)c3)cc2)nn1,1.6%,-4.5%,-21.2%[46 µM]
O=C(CCSCCc1ccccn1)Nc1ccc(Cl)cc1,-1.7%,2.6%,3.5%[46 µM]
CCc1ccc(CNC(=O)CCc2c(C)nn(-c3ccc(N4CCCC4)nn3)c2C)cc1,3.8%,1.4%,?
Cc1ccc(OCC(=O)Nc2ccc3nc(SCC(=O)N4CCOCC4)sc3c2)cc1C,-4.0%,4.9%,21.4%[46 µM]
CCS(=O)(=O)c1ccccc1C(=O)N1CCN(c2nc3ccccc3s2)CC1,0.7%,0.9%,-20.1%[46 µM]
CC1=C(C(=O)Nc2ccccc2)C(c2ccccc2Cl)n2ncc(C(=O)Nc3cccc(C)c3)c2N1 (stereo unspecified),-1.6%,-3.8%,-15.0%[46 µM]
CCc1ccc(N2C(=O)CS(=O)(=O)C23C(=O)N(Cc2ccccc2F)c2ccccc23)cc1 (stereo unspecified),4.3%,-0.7%,-5.5%[46 µM]
CCCNC(=O)C1CCC(Cn2c(=O)c3sccc3n(CC(=O)N(CC)CC)c2=O)CC1 (stereo unspecified),7.6%,-0.9%,9.3%[46 µM]
CCOc1ccc(NC(=O)CN2C(=O)c3ccccc3Sc3ccc(C(=O)OC)cc32)cc1,-3.0%,-1.5%,19.7%[46 µM]
COc1ccccc1CNC(=O)C(=O)NCC(c1cccs1)S(=O)(=O)c1ccc(F)cc1 (stereo unspecified),-3.3%,0.0%,-15.2%[46 µM]
COc1ccc(Cl)cc1NC(=O)c1cc(S(=O)(=O)NC2CCCCCC2)ccc1F,6.4%,-2.3%,7.3%[46 µM]
Cc1oc(-c2ccccc2Cl)nc1CS(=O)CC(=O)N1CCN(c2cccc(C(F)(F)F)c2)CC1 (stereo unspecified),-8.8%,1.5%,?
O=C(CCS(=O)(=O)c1cc2c(cc1Cl)NC(=O)CO2)NCCc1ccc(Cl)cc1,3.0%,5.2%,6.0%[46 µM]
Cc1ccc(C(=O)NCC(c2cccs2)S(=O)(=O)c2cccs2)cc1C (stereo unspecified),1.0%,1.0%,-2.8%[46 µM]
O=C(Nc1ccccc1C(F)(F)F)c1cc(-c2ccc3c(c2)OCCO3)on1,-11.5%,-29.1%,6.4%[46 µM]
COc1ccc(NC(=O)CC(C)S(=O)(=O)c2cc3c(cc2C)NC(=O)CO3)cc1OC (stereo unspecified),-3.0%,?,-2.7%[46 µM]
CC(C)(C)c1ccc(OCC(=O)N2CCC(c3nc4ccccc4s3)CC2)cc1,4.8%,-5.4%,18.5%[46 µM]
CCOc1ccc(C2C(=O)N(C3CCCCC3)CC(=O)N2Cc2ccc(F)cc2)cc1OC (stereo unspecified),-4.9%,-0.9%,5.5%[46 µM]
CCc1ccc(Sc2cc(C(=O)NCCCN3CCC(C)CC3)c3ccccc3n2)cc1,3.9%,-0.5%,?
COc1ccc(S(=O)(=O)NCC(c2ccco2)S(=O)(=O)c2ccc(C)cc2)cc1F (stereo unspecified),-3.8%,0.4%,-6.5%[46 µM]
Cc1ccccc1CSc1nc2cc(C(=O)NC3CCCC3)ccc2c(=O)n1Cc1ccccc1,-5.4%,-1.7%,-13.4%[46 µM]
Cc1ccc(-c2cnc(C3CC3)o2)cc1S(=O)(=O)Nc1cccc(C)c1C,5.4%,-0.9%,-4.5%[46 µM]
CCCc1cnc2c(c1SCC(=O)Nc1ccc([N+](=O)[O-])cc1)c(=O)n(C)c(=O)n2C,-3.1%,-0.2%,6.0%[46 µM]
COc1ccc(NC(=O)CN(C)S(=O)(=O)c2ccc3c(c2)CCCN3C(C)=O)cc1Cl,2.0%,-3.2%,-3.2%[46 µM]
Cc1ccc(-n2ncc3c(N4CCC(Cc5ccccc5)CC4)ncnc32)cc1C,3.2%,0.5%,-9.9%[46 µM]
CC(C)(C)OC(=O)N1CCC(c2c(C(=O)NCCc3ccsc3)cnn2-c2ccc(F)cc2F)CC1,4.5%,-4.9%,-7.7%[46 µM]

# These rows are one share of the data; rates above refer to the full screens.
